ssDAF12 agonist: S. stercoralis DAF-12 nuclear receptor activators, primary screen, cell-based, luminescence, HEK293, GRIP1 co-expression, lit1-tk-luc; Nuclear hormone receptor DAF-12 (Strongyloides stercoralis); HEK293 ssDAF-12/GRIP1 lit1-tk-luc reporter; % of 3 µM dafachronic acid response; activation, % at 6.8 µM; 370,000 tested, 1% active; AID 652126, 2013;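 active means activation above the mean over all tested compounds plus 3 SD, cut at about 0.9% in these data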;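 further: 0% = DMSO-only wells and 100% = 3 µM delta7-dafachronic acid wells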
hgDAF-12 ag: H. glycines DAF-12 receptor agonists, primary screen, cell-based, luminescence, HEK293, GAL4 fusion, UAS-luciferase | HEK293 GAL4-hgDAF12 UAS-luciferase reporter, agonist luminescence; normalized to butyrate control | activation, % at 6.8 µM | 370,000 tested, 1.8% active;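 active means activation above a cutoff set at the mean of all screened compounds plus 3 SD, cut at about 10% in these data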;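 further: 0% = DMSO wells and 100% = sodium butyrate wells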
SMARCA2 act: SMARCA2 (BRM) function activators, primary screen, cell-based, luminescence, high throughput. MG213 cells, MMTV-luciferase reporter, dexamethasone, overnight. activation, % at 9.1 µM. 370,000 tested, 1% active. AID 652017, 2013; in the data active means activation above about 7.8%;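 further: 0% = vehicle wells and 100% = reference activator wells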
DAX1 inh-1: DAX1 (NR0B1) inhibitors on StAR promoter, primary screen, cell-based, luminescence, SF-1 (NR5A1), full-length DAX-1; HEK293T StAR-luciferase reporter, SF-1/DAX-1 repression relief; inhibition, % at 6.8 µM; AID 652010, 2013; 370,000 tested, 1.1% active;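 active means inhibition above the mean over all tested compounds plus 3 SD, cut at about 3.6% in these data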;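 further: 0% = DAX-1 cells with DMSO and 100% = cells lacking DAX-1 with DMSO; higher inhibition means more luminescence from relief of DAX-1 repression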
GC-A act: GC-A stimulated cGMP production enhancers – HEK293 GC-A cells, cGMP TR-FRET, EC30 ANP, primary screen. 0% at EC30 ANP, 100% saturating ANP. activation, % at 10 µM. 370,000 tested, 0.14% active. AID 1671463, 2021; in the data active means activation above about 40%
HGIII-sPLA2 inh: human group III sPLA2 inhibitors, primary screen, biochemical, QFRET, BODIPY PC-A2 liposome substrate | QFRET BODIPY PC-A2 liposome hydrolysis, fluorescence | inhibition, % at 12.2 µM | 370,000 tested, 0.56% active;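 active means inhibition above mean plus 3 SD of compounds lying within the high and low control bounds, cut at about 19% in these data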;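 further: 0% = median of test compound wells and 100% = no enzyme DMSO wells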
Target sequence (Q9NZ20 whole entry, looked up): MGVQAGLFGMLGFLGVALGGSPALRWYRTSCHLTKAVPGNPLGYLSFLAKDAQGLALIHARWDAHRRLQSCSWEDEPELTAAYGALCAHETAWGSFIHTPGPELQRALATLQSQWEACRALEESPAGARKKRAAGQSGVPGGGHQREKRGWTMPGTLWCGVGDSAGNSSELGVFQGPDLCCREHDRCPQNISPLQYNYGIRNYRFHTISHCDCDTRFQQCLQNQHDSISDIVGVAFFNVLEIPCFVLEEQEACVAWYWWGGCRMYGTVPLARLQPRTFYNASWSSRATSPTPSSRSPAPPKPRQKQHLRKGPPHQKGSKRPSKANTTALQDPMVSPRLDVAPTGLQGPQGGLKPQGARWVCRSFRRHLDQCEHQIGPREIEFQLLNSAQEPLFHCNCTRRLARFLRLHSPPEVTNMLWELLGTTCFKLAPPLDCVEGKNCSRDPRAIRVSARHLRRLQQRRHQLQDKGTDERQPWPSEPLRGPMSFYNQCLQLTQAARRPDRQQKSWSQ
DAX1 inh-2: DAX1 (NR0B1) inhibitors, primary screen, cell-based, HEK293, Gal4-DAX1, luciferase luminescence | HEK293 Gal4-DAX1 luciferase reporter | 340,000 tested, 0.99% active | AID 504766, 2011 | inhibition, % at 6.75 µM;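 active means inhibition above the mean over all tested compounds plus 3 SD, cut at about 4.2% in these data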;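 further: 0% = DAX1-transfected cells with DMSO and 100% = empty-vector control cells with DMSO; inhibition shows as a rise in luminescence from relieved DAX1 repression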
Target sequence (P51843 207-470 limits assumed): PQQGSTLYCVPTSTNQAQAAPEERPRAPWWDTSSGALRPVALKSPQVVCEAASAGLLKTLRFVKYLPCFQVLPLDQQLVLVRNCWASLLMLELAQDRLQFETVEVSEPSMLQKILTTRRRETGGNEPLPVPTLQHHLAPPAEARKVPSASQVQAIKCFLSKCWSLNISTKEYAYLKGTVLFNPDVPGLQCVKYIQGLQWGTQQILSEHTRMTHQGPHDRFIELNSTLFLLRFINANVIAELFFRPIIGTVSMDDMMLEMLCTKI
GAA850 FXN act: FXN promoter activators, primary screen, cell-based, luciferase luminescence, HEK293 lucGAA850; HEK293 lucGAA850 FXN promoter luciferase reporter, 24 h; percent of 10 µM SAHA response; activation, % at 6 µM; 360,000 tested, 0.56% active;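 active means activation above the average of all compounds screened plus 3 SD, cutoff fixed separately per campaign, cut at about 7.5% in these data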;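 further: 0% = DMSO wells and 100% = 10 µM SAHA wells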
GC-B act: human GC-B receptor activators, primary screen, HEK293 GC-B cells, cGMP TR-FRET, EC30 CNP | 0% at EC30 CNP, 100% saturating CNP | activation, % at 10 µM | 370,000 tested, 0.11% active;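 active means activation at 10 µM reaching about 35% in either raw or pattern-adjusted values, limit read from the data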
proKLK7 act: proKLK7 zymogen activators, primary screen, biochemical, fluorescence intensity; purified proKLK7, EDANS-DABCYL substrate fluorescence; 100% is mature enzyme control, 0% vehicle; activation, % at 7 µM; 370,000 tested, 0.9% active; AID 652039, 2013;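 active means activation above the mean of all tested compounds plus 3 SD, computed per campaign excluding outliers beyond control limits, cut at about 13% in these data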
Target sequence (P49862 whole entry, looked up): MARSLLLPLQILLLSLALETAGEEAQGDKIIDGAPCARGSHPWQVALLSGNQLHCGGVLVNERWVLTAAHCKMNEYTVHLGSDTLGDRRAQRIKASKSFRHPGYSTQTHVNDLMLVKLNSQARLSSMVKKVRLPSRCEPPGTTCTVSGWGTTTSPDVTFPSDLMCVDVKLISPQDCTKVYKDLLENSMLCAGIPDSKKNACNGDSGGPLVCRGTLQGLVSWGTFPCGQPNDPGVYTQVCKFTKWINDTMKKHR
hcDAF12 agonist: H. contortus DAF-12 nuclear receptor activators, primary screen, cell-based, luminescence, HEK293, lit1-tk-luc reporter; HEK293 hcDAF-12 lit1-tk-luc reporter; 0% DMSO, 100% Δ7-dafachronic acid; activation, % at 6.8 µM; 370,000 tested, 1.4% active;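 active means activation above the mean of all tested compounds plus 3 SD, cut at about 5.5% in these data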;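 further: 100% = response to 3 µM Δ7-dafachronic acid high control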
An asterisk follows results filed as active; . = not tested or not shown.

Structure	ssDAF12 agonist	hgDAF-12 ag	SMARCA2 act	DAX1 inh-1	GC-A act	HGIII-sPLA2 inh	DAX1 inh-2	GAA850 FXN act	GC-B act	proKLK7 act	hcDAF12 agonist
COc1cccc(NCc2cc(=O)oc3cc(C)c(O)cc23)c1	-0.8	-0.1	-2.6	-0.1	4.6	-14.8	-0.4	0.7	1.3	0.2	1.6
S=c1[nH]nc(-c2ccc(Cl)cc2)n1CCCN1CCOCC1	-1.2	-1.1	-4.4	0.2	-5.5	20.4*	3.6	0.7	-1.4	0.0	1.1
CCCN(Cc1ccco1)S(=O)(=O)c1ccc(OC)c(OC)c1	-1.6	0.1	-4.2	-0.5	1.6	-0.2	-0.3	2.5	-0.8	-0.6	-1.6
COc1ccc(OC)c(NC(=O)C2CC(=O)N(CCc3ccccc3)C2)c1 (stereo not given)	-1.5	0.7	1.3	1.4	-2.4	-1.2	0.3	2.4	-2.2	0.2	-1.0
O=C(Nc1ccc(N2CCCC2)cc1)c1ccc([N+](=O)[O-])cc1Cl	-1.5	-0.5	1.2	0.6	-0.1	12.2	-0.4	0.4	1.8	-0.3	-1.5
COc1ccc(N2CCN(CCNC(=O)Nc3ccc(C)c(Cl)c3)CC2)cc1	-2.3	-1.7	-3.7	-0.5	7.0	6.0	-1.1	-1.2	-4.0	0.7	-1.6
C#CCN1C=CC(=O)[C@@H](OC(=O)Nc2ccc(C)cc2)[C@H]1c1ccccc1Br	-0.1	3.0	-1.6	-0.1	-7.3	-10.3	-0.8	0.6	-7.2	-0.7	2.0
N#CCCSCc1ccc2oc(C(=O)O)cc2c1	-2.0	-1.8	0.8	0.6	-1.0	4.8	0.7	-0.1	0.5	0.0	-1.2
CC1=C(C(=O)N2CCCCCC2)CC(CC(=O)NCCc2ccccn2)C(=O)N1CCC1=CCCCC1 (stereo not given)	-0.8	2.6	-2.1	-1.5	1.3	-2.6	.	.	2.1	0.0	-1.0
O=C(/C=C/c1ccccc1[N+](=O)[O-])NCCN1C(=O)S/C(=C\c2ccc(F)cc2)C1=O	-1.0	1.8	0.0	0.6	-5.9	1.1	2.3	3.6	1.4	-0.9	3.4
CCN(CC)CCn1c2c(c(SCC(=O)Nc3ccc(C(C)C)cc3)nc1=O)CCCC2	-1.3	-1.5	-1.9	0.7	-1.4	-1.6	-1.5	1.5	3.9	-0.2	-1.3
Cc1cccc(CC(=O)N2CCOCC2)c1	-1.6	1.4	-3.3	-0.3	6.8	9.8	-1.4	1.5	2.6	0.1	-0.2
COc1ccc(NC(=O)c2ccccc2OCc2ccc(F)cc2)c(OC)c1	-1.5	-1.0	-1.6	-0.3	-4.1	-1.3	1.0	-0.2	-2.8	0.7	-0.4
COC(=O)c1ccccc1NC(=O)C1=CC(c2cccs2)=NS(=O)(=O)N1C	-0.8	-2.6	-2.8	0.1	-7.6	-0.2	0.2	0.6	-8.2	0.0	1.8
COCc1c(C(=O)N/N=C(\C)c2ccncc2)nnn1-c1nonc1N	-0.8	-0.6	-1.7	-0.3	-0.4	11.5	0.0	-1.7	1.1	0.2	-2.4
COCC(=O)N1C[C@H]2CON(C)[C@H]2C[C@H]1c1cccc(-c2ccc(C#N)cc2)c1	-1.1	2.4	2.3	-0.1	-0.2	5.0	-0.7	-0.1	-5.5	-0.4	-0.7
CCCc1[nH]nc2c1C1(C(=O)N(C(C)C)c3ccccc31)C(C#N)=C(N)O2 (stereo not given)	-1.4	-2.0	-1.5	-0.9	-10.6	-0.3	0.0	0.1	-6.0	-1.4	-1.5
CC(=O)c1ccc(N2CCN(C(=O)C3CCN(S(=O)(=O)Cc4ccccc4)CC3)CC2)cc1	0.2	-2.4	-3.2	-0.4	-5.8	4.1	-0.4	-1.8	-5.2	0.5	3.8
CC(C)c1ccc(CCNC(=O)c2cccc(S(=O)(=O)N3CCN(C)CC3)c2)cc1	-1.0	-3.0	-2.4	-0.7	0.1	3.7	-0.5	3.1	3.1	-0.3	-2.4
COc1ccc(S(=O)(=O)NC(C(C)C)C(C)C)cc1OC	-1.6	-3.2	1.5	-0.6	-5.1	-12.7	-0.5	-0.2	-1.4	-0.6	-1.7
CS(=O)(=O)c1ccc2nc(NC(=O)CC3CCCC3)sc2c1	-1.3	2.5	0.3	-0.9	-1.5	-7.2	0.8	-1.1	-4.2	0.2	-0.3
CC(C)NC(=S)N1CCC(Cc2ccccc2)CC1	-1.1	-1.3	-1.6	0.3	-1.0	12.0	-0.5	0.8	5.6	0.3	-1.4
COc1cc(C(=O)NCCCNc2nc3cc(C)c(C)cc3cc2C#N)cc(OC)c1OC	-2.0	0.1	0.5	-0.3	1.0	-4.3	0.8	3.7	-5.6	-4.8	-0.5
CCOC(=O)c1cnc2c(C)c(-c3ccccc3)[nH]n2c1=O	-1.6	0.1	-0.4	0.4	5.5	-6.4	1.0	-2.9	9.6	3.7	-0.2
CCOC(=O)CN(C(=O)CSc1nnc2c(n1)[nH]c1ccc(OC)cc12)c1ccc(F)cc1	-1.0	0.3	-1.6	-0.6	2.2	0.0	-0.4	-0.8	2.7	0.8	-0.2

One compound at a time, as listed above. Screens in order: ssDAF12 agonist	hgDAF-12 ag	SMARCA2 act	DAX1 inh-1	GC-A act	HGIII-sPLA2 inh	DAX1 inh-2	GAA850 FXN act	GC-B act	proKLK7 act	hcDAF12 agonist
CC1=C(C(=O)N2CCCCCC2)CC(CC(=O)NCCc2ccccn2)C(=O)N1CCC1=CCCCC1 (stereo not given) in the list: -0.8	2.6	-2.1	-1.5	1.3	-2.6	.	.	2.1	0.0	-1.0
COc1ccc(S(=O)(=O)NC(C(C)C)C(C)C)cc1OC in the list: -1.6	-3.2	1.5	-0.6	-5.1	-12.7	-0.5	-0.2	-1.4	-0.6	-1.7

(more compounds)
Structure	ssDAF12 agonist	hgDAF-12 ag	SMARCA2 act	DAX1 inh-1	GC-A act	HGIII-sPLA2 inh	DAX1 inh-2	GAA850 FXN act	GC-B act	proKLK7 act	hcDAF12 agonist
CC1=C(C)C(=O)N(CCC(=O)O)C1=O	0.1	2.2	2.5	-1.2	1.2	7.6	1.1	-0.4	9.0	-0.1	-2.2
CCOC(=O)C1=C(C)N=C2SCCC(=O)N2[C@@H]1c1cccs1	-1.7	0.8	1.1	0.0	-7.2	1.6	1.7	0.7	-1.8	0.0	-1.2
Cc1ccc(CCNC(=O)c2nc(CS(=O)(=O)c3ccc(Cl)cc3)no2)cc1	-1.4	-1.0	-0.8	-2.5	0.3	-36.8	0.3	-0.3	-7.5	1.1	-3.6
O=S(=O)(Nc1nnc(C(F)(F)F)s1)c1ccc(Cl)cc1	-1.1	1.5	2.4	0.4	2.0	-23.5	-0.5	2.7	-4.2	0.0	-1.8
O=C(Nc1ccn(Cc2ccccc2F)n1)c1ccc(COc2ccccc2Cl)cc1	-3.0	-6.2	-5.2	-3.5	23.4	-17.6	-3.0	-4.1	4.8	0.5	-4.6
Cc1cc(-c2csc(N)n2)c(C)n1Cc1ccccc1	-0.5	-0.3	-2.3	0.6	1.7	1.4	2.8	-0.9	8.2	-0.1	-0.9
COc1ccc(/C=C/C(=O)ONC2=NCCCCC2)cc1OC	-1.4	0.8	0.7	0.7	1.4	2.4	-0.5	-1.2	-2.7	0.3	-1.8
COc1ccc(OC)c(-n2c(C)ccc2-c2ccc(S(C)(=O)=O)cc2)c1	-1.9	-1.2	0.2	-0.1	1.1	-6.4	0.1	0.5	-2.2	-1.6	-1.5
Cc1ccc2[nH]c3c(=O)n(CC(=O)N4CCN(C)CC4)ncc3c2c1	-0.6	1.4	-0.9	0.3	4.1	3.6	0.4	2.3	-1.9	0.5	3.1
Cc1ccc2c(c1)S(=O)(=O)N(C)C(c1ccccc1)=C2	-0.8	-0.1	-2.6	-1.1	-2.1	-2.2	-0.1	-0.3	-2.1	0.0	-1.7
Cc1ccc(OCCCCCCN2CCNCC2)cc1	-0.8	4.9	-2.9	0.6	1.6	7.3	0.6	5.0	2.6	-0.3	2.9
CC(C)c1nc(NCCO)c(C#N)c2c1CCCC2	-1.3	5.1	-2.1	-0.6	-4.0	-3.3	-1.6	-1.6	-3.1	-0.4	-1.9
COc1ccc(NC(=O)CN2CCC(NC(=O)c3ccco3)CC2)c([N+](=O)[O-])c1	-0.7	1.2	-0.3	-0.1	-2.1	1.1	0.4	-0.5	3.5	0.0	-1.4
OCCC1CN(Cc2nc(-c3ccccc3)cs2)CCN1C1CCCC1 (stereo not given)	-0.2	0.1	1.6	-0.4	-2.3	-0.8	-0.7	-0.1	-2.8	0.0	0.1
C#CCN(Cc1cccc(F)c1)C(=O)c1nnc2c3ccccc3n(S(=O)(=O)c3ccc(C)cc3)c2n1	-0.9	-1.4	0.6	-0.3	2.9	2.3	.	.	6.6	0.3	1.1
Cn1c(=O)c2c(nc(CN3CCOCC3)n2CC(O)CO)n(C)c1=O (stereo not given)	-1.3	1.1	6.7	-0.5	-1.1	4.3	1.4	-0.2	4.2	0.6	-0.3
COCCN(C(=O)CCc1ccccc1OC)c1nnc(-c2cccnc2)s1	-1.5	-1.1	-1.0	-0.5	4.1	-6.8	0.6	3.8	3.5	0.2	-3.4
CCCN(CC1CC1)C(=O)COC(=O)c1oc2ccc(OCC)cc2c1C	-1.3	0.0	-1.4	-0.8	-0.1	-0.3	-0.7	1.3	4.7	-0.5	-1.3
Cc1ccc(CN2C(=O)C(C)Oc3ccc(C)cc32)cc1 (stereo not given)	-1.5	-1.5	-3.2	1.0	2.1	1.4	.	2.5	-1.8	-0.5	-1.1
CCCCSCc1nc2ccccn2c1Br	-0.9	4.0	0.6	0.2	3.0	9.1	1.4	3.1	3.0	-1.1	1.4
O=C(O)/C=C/C(=O)Nc1ccccc1C(=O)OCC(=O)c1ccc2c(c1)OCCO2	-0.8	4.5	6.9	0.4	3.5	-6.3	0.0	2.2	5.5	-2.3	1.0
CCCCOCCCNC(=O)C[C@H]1C(=O)N(CCCOC)C2=CCCCC[C@]21C(=O)OC	-0.2	-0.3	-0.4	0.2	0.6	-3.3	.	.	3.6	-0.7	0.7

Single entries from the entries so far:
Under GC-A act, `Cc1ccc(OCCCCCCN2CCNCC2)cc1` is entered as 1.6
Under SMARCA2 act, `CCCCSCc1nc2ccccn2c1Br` is entered as 0.6
Under GC-B act, `CC1=C(C)C(=O)N(CCC(=O)O)C1=O` is entered as 9.0
Under DAX1 inh-1, `C#CCN(Cc1cccc(F)c1)C(=O)c1nnc2c3ccccc3n(S(=O)(=O)c3ccc(C)cc3)c2n1` is entered as -0.3

Source: PubChem BioAssay
